Screens as filed in PubChem.
SRC1 TRFRET art = TR-FRET artefact, counter-screen to PPARgamma/SRC-1 agonist assay. TR-FRET detection artefact counter-screen, emission ratio; stronger effect = higher value. TR-FRET ratio at 8 µM. 99,000 compounds, 0.34% hits. AID 1051; in the data active = TR-FRET ratio above about 2300; note: inactives centre near 1800; reference of the scale not given here
SRC3 TRFRET art = flags TR-FRET format artefacts in PPARgamma SRC-3 recruitment agonist screen; TR-FRET artefact counter-screen, PPARgamma/SRC-3 format; stronger effect = higher value; TR-FRET ratio at 8 µM; 99,000 compounds, 0.39% hits; in the data active = TR-FRET ratio above about 2000; note: inactives centre near 1600; reference of the scale not given here
Starred values were filed as active, the others as inactive.

SMILES | SRC1 TRFRET art | SRC3 TRFRET art
Cc1cccc(NC2SC(=O)NC2=O)c1 (stereo not drawn) | 1758 | 1451
CC(=O)Nc1cc(C(=O)NCc2ccco2)ccc1Sc1ccc(Cl)cc1 | 1854 | 1631
CC(C(=O)Nc1ccc(C#N)cc1)N(C)CC(=O)Nc1ccccc1Br (stereo not drawn) | 1556 | 1569
COCCSc1ccccc1C(=O)Nc1ccccc1C#N | 1780 | 1471
NCCCNc1ccc([N+](=O)[O-])cc1C(F)(F)F | 1568 | 1544
Clc1ccccc1OCCN1CCC(Cc2ccccc2)CC1 | 1948 | 1516
COc1ccc(N/N=C(C)/C(=N/O)C(=O)Nc2ccccc2)cc1 | 1910 | 1563
O=C(NCCN1C(=O)S/C(=C\c2cccnc2)C1=O)C1CC(=O)N(Cc2ccco2)C1 (stereo not drawn) | 1834 | 1783
COCCN(C(=O)CNC(=O)c1cccs1)C(C(=O)NC1CCCC1)c1cccs1 (stereo not drawn) | 1876 | 1496
CCOC(=O)N1CCC(NC(=O)CCc2c(C)nc3nc(C)nn3c2C)CC1 | 1777 | 1725
COc1ccc(CCNC(=O)Cn2nnc3ccccc3c2=O)cc1 | 1750 | 1455
CCOCC(=O)Nc1ccc(Br)c(C)c1 | 2222 | 1507
Cc1cccc(C(=O)NNC(=O)CCn2nnc3ccccc32)c1 | 1823 | 1606
COc1cccc(-n2cnc(=O)c3cccnc32)c1 | 1853 | 1417
CCOC(=O)N1CCN(c2ccc(C(C)=O)cc2F)CC1C (stereo not drawn) | 1678 | 1420
COCCNC(=O)Cc1ccc(F)cc1 | 1707 | 1750
O=C(/C=C/c1ccc2c(c1)OCO2)Nc1cccnc1 | 1761 | 1499
N#CC1=C(N)NC(SCC(=O)c2ccccc2)=C(C#N)C12CCCC2 | 1613 | 1568
O=C(COC(=O)c1cccc(Br)c1)NCCc1ccccc1 | 1948 | 1588
COc1ccc2[nH]c(=O)c(C(c3nnnn3C3CCCCC3)N3CCN(C)CC3)cc2c1 (stereo not drawn) | 1990 | 1648
CC1=C(C(=O)OCc2ccccc2)C(c2ccc(C(C)(C)C)cc2)NC(=O)N1CCCCCC(=O)O (stereo not drawn) | 1613 | 1335
Cc1ccc(-n2c(CSc3nc(C)cc(C)n3)n[nH]c2=S)cc1 | 2004 | 1635
Cc1ccc(C(=O)Nc2ccc(Br)cc2)cc1S(=O)(=O)Nc1ccccn1 | 1952 | 1576
C[C@]12CC[C@@H]3c4ccc(O)cc4[C@@H](O)C[C@H]3[C@@H]1CC[C@@H]2O | 1779 | 1585

Single records, from the list above. Order of values: SRC1 TRFRET art, SRC3 TRFRET art
`Cc1ccc(C(=O)Nc2ccc(Br)cc2)cc1S(=O)(=O)Nc1ccccn1` in the list: 1952, 1576
`Cc1cccc(NC2SC(=O)NC2=O)c1` (stereo not drawn) in the list: 1758, 1451
`COCCSc1ccccc1C(=O)Nc1ccccc1C#N` in the list: 1780, 1471
`CC1=C(C(=O)OCc2ccccc2)C(c2ccc(C(C)(C)C)cc2)NC(=O)N1CCCCCC(=O)O` (stereo not drawn) in the list: 1613, 1335
`N#CC1=C(N)NC(SCC(=O)c2ccccc2)=C(C#N)C12CCCC2` in the list: 1613, 1568

Other compounds
SMILES | SRC1 TRFRET art | SRC3 TRFRET art
O=C(Nc1ccccn1)c1cc2cc([N+](=O)[O-])ccc2s1 | 1960 | 1668
O=C(NCc1ccccc1)C1=C[C@H](c2coc3ccccc3c2=O)C[C@H](OCCCCO)O1 | 1762 | 1568
Cc1ccc(-n2c(=O)[nH]c3c(oc4ccccc43)c2=O)cc1 | 1898 | 1624
COc1ccc(/C=C/C(=O)OCC(=O)Nc2cccc(Oc3ccccc3)c2)c(OC)c1 | 1659 | 1503
O=C(CSc1nnc(COc2ccccc2)o1)N1CCOCC1 | 1909 | 1652
CCOC(=O)CC(=O)CSc1nc2c(sc(=S)n2-c2ccc(OCC)cc2)c(=O)[nH]1 | 1687 | 1431
O=C1CC(c2ccccc2)Sc2nc(-c3ccccc3)c(-c3ccccc3)n21 (stereo not drawn) | 1997 | 1909
COc1ccc(OC)c(NC(=O)CCN2CCN(c3ccccc3)CC2)c1 | 1862 | 1582
CCOc1cc(/C=C/C(=O)c2ccc(O)cc2)ccc1OCC(=O)N(C)C | 1595 | 1739
CC(NS(=O)(=O)/C=C/c1ccccc1)c1ccccc1 (stereo not drawn) | 1725 | 1524
COC(=O)c1c(NC(=O)COC(=O)CCS(=O)(=O)c2ccc(C)cc2)sc(C)c1C | 2089 | 1585
CC1=NN(c2ccccc2)C(=O)/C1=C/c1cc(C)n(C2CC2)c1C | 1978 | 1673
CN(C)S(=O)(=O)c1ccc(NC(=O)COC(=O)C2CC3CCCC(C2)C3=O)cc1 (stereo not drawn) | 1907 | 1655
O=C(Nc1ccccc1)C1CCN(C(=O)c2ccc([N+](=O)[O-])cc2)CC1 | 1694 | 1713
O=C(CCl)N1N=C(c2cccs2)CC1c1ccco1 (stereo not drawn) | 1884 | 1574
COc1ccc(Cc2noc(CN3CCCN(C4Cc5ccccc5C4)CC3)n2)cc1OC | 1883 | 1642
C=CCNC(=O)COC(=O)CNC(=O)c1cc(Cl)cc([N+](=O)[O-])c1 | 1679 | 1421
CC(C)n1c(CNC(=O)c2ccccc2)nc2ccccc21 | 1590 | 1758
O=S(=O)(c1ccc2ncn(O)c2c1)N1CCOCC1 | 1839 | 1404
O=C(OCCNc1nc(-c2ccccc2)nc2ccccc12)c1cccnc1 | 2049 | 1713
O=C(CSc1nncs1)N1CCN(S(=O)(=O)c2ccccc2)CC1 | 1935 | 1664
CCOC(=O)C(=O)Nc1ccc(OCc2ccccc2)cc1 | 1624 | 1599
CCOc1ccc(OCCCC(=O)Nc2nc3ccccc3[nH]2)cc1 | 1873 | 1573
CCC(=O)Nc1ccc(/C(C)=N/NC(=O)c2c(Br)c(C)nn2C)cc1 | 1798 | 1563

Molecules shown so far containing a nitro group on carbon:
SMILES | SRC1 TRFRET art | SRC3 TRFRET art
NCCCNc1ccc([N+](=O)[O-])cc1C(F)(F)F | 1568 | 1544
O=C(Nc1ccccn1)c1cc2cc([N+](=O)[O-])ccc2s1 | 1960 | 1668
O=C(Nc1ccccc1)C1CCN(C(=O)c2ccc([N+](=O)[O-])cc2)CC1 | 1694 | 1713
C=CCNC(=O)COC(=O)CNC(=O)c1cc(Cl)cc([N+](=O)[O-])c1 | 1679 | 1421

Following part:
SMILES | SRC1 TRFRET art | SRC3 TRFRET art
O=C(COc1ccccc1[N+](=O)[O-])Nc1ccc(N2CCN(C(=O)c3cccs3)CC2)cc1 | 1623 | 1525
Nc1cc(=O)[nH]c(SCC(=O)Nc2cccc(Cl)c2Cl)n1 | 2007 | 1497
Cc1nc(NC(=O)c2ccc(Cl)cc2)sc1Cc1ccc2c(c1)OCO2 | 1607 | 1515
Cc1ccccc1OCC(=O)OCC(=O)Nc1ccc(N2CCOCC2)cc1 | 1820 | 1715
Cn1cc(CN2CCCC(C(=O)c3nccn3C)C2)c(-c2cccc(Cl)c2)n1 (stereo not drawn) | 1703 | 1775
COc1cc(C2C3=C(CC(C)(C)CC3=O)OC3=C2C(=O)CC(C)(C)C3)cc([N+](=O)[O-])c1O | 1650 | 1503
CC(=O)NC1C(Oc2ccccc2C)OC2COC(c3ccco3)OC2C1O (stereo not drawn) | 1868 | 1748
O=C(COC(=O)CNC(=O)c1ccccc1Cl)Nc1ncc(C(F)(F)F)cc1Cl | 1581 | 1477
O=C(O)C1CCC(CNCc2ccccc2Cl)CC1 (stereo not drawn) | 1730 | 1517
Cc1nnnn1-c1ccc(CC(=O)O)cc1 | 2004 | 1548
CC(C)NC(=S)N/N=C/c1sc(N2CCCCC2)nc1-c1cccs1 | 1721 | 1457
COc1ccc(C2(CNC(=O)c3ccccc3[N+](=O)[O-])CCOCC2)cc1 | 1927 | 1709
Cc1ccc(Nc2ncccc2C(N)=O)cc1[N+](=O)[O-] | 1804 | 1641
Cc1ccc2nc(C)cc(C(=O)Nc3nccs3)c2c1 | 1882 | 1493
O=C(NCCCn1ccnc1)C(=O)c1cn(CC(=O)N2CCCCCC2)c2ccccc12 | 1861 | 1447
O=C(NCc1ccco1)/C(=C/c1ccc(C(F)(F)F)cc1)c1nc2ccccc2[nH]1 | 1533 | 1517
CCC/C(=N\NC(=O)c1cccc(C)c1)c1ccccc1 | 1681 | 1477
CCN(CC)CCCN1C(=O)C(O)=C(C(=O)c2ccc(C)o2)C1c1ccc(C)o1 (stereo not drawn) | 1653 | 1453
COC(=O)c1ccccc1NC(=O)Cc1nc(-c2ccccc2)sc1-c1ccc(C)cc1 | 1833 | 2243*
Oc1c(Cl)cc(Cl)cc1/C=N/Nc1ncc(Br)cn1 | 1918 | 1805
CC1CN(C(=S)NC(=O)c2ccco2)CC(C)O1 (stereo not drawn) | 1751 | 1516
O=C(Cn1cnc2ccccc21)N1CCc2ccccc21 | 1905 | 1724
O=C(Nc1ccccc1OC(F)F)c1cc2c(s1)CCC2 | 1714 | 1630
COc1ccc(OCCCC(=O)NCCc2nc3ccccc3[nH]2)cc1 | 1775 | 1529
CC1=CC(C)(C)N(C(=O)CCl)c2ccccc21 | 1793 | 1728
COC(=O)COc1cccc(NS(=O)(=O)c2cccc([N+](=O)[O-])c2)c1 | 1748 | 1684
CC1CCCCC12NC(=O)N(CC(=O)NC1CCCc3ccccc31)C2=O (stereo not drawn) | 1643 | 1529
Cc1cc(C)c(NC(=O)NC2CCCCC2)c(C)c1 | 1853 | 1531
C=CCC1c2cccc(C(=O)O)c2C(=O)N1c1cccc(OC)c1 (stereo not drawn) | 2109 | 1688
Cc1nc2ccccn2c1C(=O)N=Nc1c(O)[nH]c2ccccc12 | 1907 | 1585
O=S(=O)(c1ccccc1)c1nc(-c2ccccc2)oc1N1CCCC1 | 1747 | 1608
O=C(/C=C/c1cccc(Cl)c1)NCc1ccncc1 | 1955 | 1475
O=C(COC(=O)C1CCN(S(=O)(=O)c2cccs2)CC1)Nc1ccccc1 | 1649 | 1589
O=C(O)C12CC3CC(C1)CC(n1ncc(N4CCN(c5ccccc5)CC4)c(Cl)c1=O)(C3)C2 | 2067 | 1730
O=c1[nH]c(CN2CCN(S(=O)(=O)c3ccc4ccccc4c3)CC2)nc2ccccc12 | 1902 | 1499
CCN(CC)C(=O)CSc1ncccc1-c1nc2ccccc2[nH]1 | 1579 | 1533
N/C(=N\OC(=O)c1ccc(=O)n(Cc2ccc(Cl)cc2)c1)c1ccccn1 | 1709 | 1507
CC1CCN(C(=O)CSc2nc3ccccc3c(=O)[nH]2)CC1 | 1731 | 1488
CC(=O)Nc1ccc(S(=O)(=O)Nc2cc([N+](=O)[O-])ccc2C)cc1 | 1617 | 1697
Cc1ccsc1C(=O)NNC(=O)C1CC=CCC1C(=O)O (stereo not drawn) | 1948 | 1765
CN(C)CCCN(C(=O)CCc1ccccc1)c1nc2ccc(Cl)cc2s1 | 1812 | 1564
CCOC(=O)c1cc(-c2ccccc2)n(CC(=O)Nc2cc(OC)cc(OC)c2)c1C | 1901 | 1570
CN1COc2ccc3ccccc3c2C1 | 1673 | 1585
COC(=O)CNC(=O)C(Cc1ccccc1)NS(=O)(=O)c1ccc2c(c1)c(=O)n(C)c(=O)n2C (stereo not drawn) | 1754 | 1426
O=C(COC(=O)c1ccc(Cl)nc1)Nc1cc(S(=O)(=O)N2CCCCC2)ccc1Cl | 1716 | 1441
CCOC(=O)C1=C(C)NC(C)=C(C(=O)OCC)C1C(=O)OCC(N)=O | 1679 | 1249
O=C(COC(=O)/C=C/c1ccccc1Cl)NCCc1ccc(Cl)cc1Cl | 1563 | 1668
O=C1Nc2ccccc2/C1=C/c1cccnc1 | 1884 | 1593
CCCCC(O)(CCCC)C(=O)NNc1ccccc1 | 1918 | 1675
CCCCNC(=O)c1ccc2c(c1)N(CC)C(=O)c1ccccc1S2(=O)=O | 1769 | 1619
CC1(C)CC(=O)C(Br)=C(O)C1 | 1879 | 1458
CCOC(=O)C(=NC(C)CC)NNc1cccc(C(F)(F)F)c1 (stereo not drawn) | 2081 | 1658
CN1CCN(C(=O)C2=C[C@@H](C3CC3)C[C@@H](OCc3ccc(CO)cc3)O2)CC1 | 1590 | 1386
CCN=c1scc(-c2ccc(F)cc2)n1/N=C/c1ccccn1 | 1584 | 1414
O=[N+]([O-])c1c(NCCCO)cc(SCc2ccco2)c2nonc12 | 2046 | 1560
COc1ccc(OCc2nnc(SCC(=O)N(C)Cc3ccccc3)n2N)cc1 | 1640 | 1679
Cc1cnc(NC(=O)CSc2nnc(C)n2N)s1 | 1903 | 1536
CCN(c1ccccc1)S(=O)(=O)c1cc(C(=O)Nc2cccc(Cl)c2)ccc1F | 1615 | 1649
CC(NC(=S)Nc1ccc(S(N)(=O)=O)cc1)c1ccc2c(c1)OCO2 (stereo not drawn) | 2027 | 1634
CSC1=NCCN1CCOc1ccccc1 | 1825 | 1634
Further entries.
SMILES | SRC1 TRFRET art | SRC3 TRFRET art
O=[N+]([O-])c1cccc2ccc(/C=C/c3ccc(Cl)cc3)nc12 | 1608 | 1445
CCOC(=O)/C=C/c1cnn(-c2ccccc2)c1 | 1572 | 1530
Cc1ccc(C(=O)Nc2ccc3c(c2)CCC3)cc1 | 1934 | 1478
Cc1c(Cl)cnc(NC(=O)COC(=O)c2cccc(S(=O)(=O)N3c4ccccc4CC3C)c2)c1Cl (stereo not drawn) | 1725 | 1737
CC(=O)N(CN1C(=O)c2ccccc2C1=O)c1ccc2c(c1)oc1ccccc12 | 1707 | 1553
O=C1NC(=O)c2cc(Br)cc3cccc1c23 | 1692 | 1641
O=C(Nc1ccc2c(c1)CCC2)c1cccc(S(=O)(=O)Nc2ccccc2Cl)c1 | 1695 | 1605
Cc1ccc(NC(=O)/C(=C/C=C/c2ccccc2)NC(=O)c2ccccc2)cc1 | 1914 | 1636

Only part of the results is shown (hit frequency here may not be typical).
